# Lipid storage S3 – qHTS Assay for Lipid Storage Modulators in Drosophila S3 Cells; hit rate 0.64% among 320,000; Potency in µM for hits, for the others lipid storage change, negative = inhibition, % at the top dose, mostly 46.1 µM; AID 2685; Drosophila S3 cells, BODIPY lipid droplet fluorescence, 18-24 h; cells fed with added oleic acid; active = well fitted inhibition curve with a large enough effect in the signal ratio, with a control signal flat, not every such curve was filed as active; inconclusive = small, poorly fitted or top-dose-only effect, or effect the other way, or a change in a side signal; the % refers to the signal ratio
#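 Drosophila S3 cells got compounds at several concentrations plus oleic acid (400 uM solution). Laser-scanning cytometry with 488 nm excitation read lipid droplets at 500-530 nm and cells at 575-640 nm. Percent activity was relative to 20 uM Triacsin C.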
# Lipid storage S3 cell count max – recorded beside Lipid storage S3, whose call it bears; cell number change, %; measured here: cell count max response;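 cells counted by Cell Tracker Red CMTPX staining in the red channel; peak over a dose series mostly up to 46.1 µM; percent activity relative to internal control wells on each plate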
# * = called active by the depositor; i = inactive; ? = inconclusive; . = no result given. % is set by controls: 0 for no effect and ±100 for the full control effect; potency is the fitted concentration of half-maximal effect.
smiles | Lipid storage S3 cell count max | Lipid storage S3
CC(CCCC(C)(C)O)NC(=O)c1cc(COc2ccc3ncccc3c2)on1 (stereo not given) | . | ?
CC(C)Cc1nc2oc3c(Cl)ncnc3c2c2c1CCC2 | . | ?
Cc1cc(Br)cc(C)c1OCC(=O)NNC(=O)CCC(=O)NCc1ccccc1 | 5 | -2%
CC1=C(C(=O)Nc2ccccc2C)C(c2ccccc2)NC(=O)N1 (stereo not given) | . | ?
COc1ccc(NC(=O)c2ccc3nc(C)sc3c2)cc1 | . | ?
CCOc1ccc(C(=O)CCc2nc3ccccc3s2)cc1 | 0 | 25%
CC(=O)Nc1cccc(NC(=O)CSc2ccc(C(F)(F)F)cc2[N+](=O)[O-])c1 | . | 16%
CN(C(=O)c1ccc(F)cc1)c1ccccc1C(=O)NCc1ccccc1 | 2 | i
CN(C)C(=O)c1ccc(NC(=O)COc2cccc(Oc3ccccc3)c2)cc1 | . | 9%
CCCN(C(=O)COC(=O)COc1c(C)cccc1C)c1c(N)n(Cc2ccccc2)c(=O)[nH]c1=O | . | ?
Cc1cc(C)n(S(=O)(=O)c2ccc(C)c(C)c2)n1 | . | ?
O=C(c1ccncc1)N1CCN(C2CCC(c3ccccc3)CC2)CC1 (stereo not given) | . | ?
CC1Cn2c(nnc2-c2ccccc2O)S1 (stereo not given) | . | ?
CCC(CO)(CO)N(CC(=O)Nc1ccc(OC)cc1)CC(=O)Nc1ccc(OC)cc1 | . | ?
FC(F)(F)c1cccc(NC(=S)NC(c2ccccc2)c2ccccc2)c1 | . | ?
COc1ccc(-c2cc(C(F)F)n3ncc(C(=O)N4CCc5ccccc54)c3n2)cc1 | 16 | -6%
Cc1ccc(OCC(=O)Nc2ccc(-n3cnnn3)cc2)c(C)c1 | . | ?
COc1cc(CNc2ccc3[nH]c(=O)[nH]c3c2)ccc1OCc1ccc(Cl)cc1 | . | ?
O=C(CCN1C(=O)/C(=C\c2ccccc2)SC1=S)Nc1ccc(C(=O)O)cc1 | 13 | i
O=C(CN1CCN(c2ccc(F)cc2)CC1)c1ccc(O)cc1O | . | ?
Cc1ccccc1NS(=O)(=O)c1cc(C(=O)NCCSC2CCCCC2)ccc1C | . | ?
COCCN1CCN(Cc2cn(C)nc2-c2ccc(Oc3ccccc3)cc2)CC1 | . | ?
COc1ccccc1CCN1CCCC(CN(C)CC(C)(C)CO)C1 (stereo not given) | 4 | i
CCCOc1ccccc1C(=O)N(Cc1cccs1)C1CCS(=O)(=O)C1 (stereo not given) | -11 | -20%
O=c1[nH]c2c(Br)cnc([N+](=O)[O-])c2[nH]1 | . | ?
CC(=O)c1cccc(NC(=O)c2ccc3c(c2)C(=O)N(Cc2cccnc2)C3=O)c1 | . | ?
Cc1nc(SC2CC(=O)N(c3ccc([N+](=O)[O-])cc3)C2=O)nc2c1CCCC2 (stereo not given) | -13 | 9%
CN(C[C@@H](Cc1cccc2ccccc12)N(C[C@H](Cc1ccccc1)N(CCc1ccccc1)N=O)N=O)N=O | 16 | 9%
S=C(NCCSCc1c(Cl)cccc1Cl)Nc1ccccc1 | . | ?
COC(=O)Cc1ccc(NC(=S)Nc2cccc(C)n2)cc1 | -2 | 8%
O=C(CCN1C(=O)c2ccccc2C1=O)Nc1ccccc1C(=O)N1CCOCC1 | 11 | i
Cc1nc(CC(=O)NNS(=O)(=O)c2ccc(F)c(Cl)c2)cs1 | -2 | 4%
NC(=O)CC(NC(=O)Cc1cccc2ccccc12)c1ccc(NCc2ccccn2)c([N+](=O)[O-])c1 (stereo not given) | 11 | 29%
CC1Oc2ccccc2N(Cc2ccccc2F)C1=O (stereo not given) | . | ?
Cc1ccc2[nH]c(=O)c(CN(CC3COCCO3)C(=O)Nc3ccccc3C)cc2c1 (stereo not given) | 16 | 3%
COc1ccccc1OCCNC(=O)C(c1ccccc1)c1ccccc1 | . | ?
Cn1c(NC(=O)c2ccc(F)cc2)nc2ccccc21 | . | ?
Cn1ncc2c(N3CCC(Cc4ccccc4)CC3)ncnc21 | 8 | -22%
CC(C)COP(=O)(OCC(C)C)C(Nc1ccccc1)c1ccc(F)cc1 (stereo not given) | . | ?
COc1ccc(Oc2ccccc2/C=C/C(=O)O)cc1 | 15 | 8%

# As a working copy, some entries already given.
smiles | Lipid storage S3 cell count max | Lipid storage S3
COc1ccc(-c2cc(C(F)F)n3ncc(C(=O)N4CCc5ccccc54)c3n2)cc1 | 16 | -6%
Cc1ccc(OCC(=O)Nc2ccc(-n3cnnn3)cc2)c(C)c1 | . | ?
COc1cc(CNc2ccc3[nH]c(=O)[nH]c3c2)ccc1OCc1ccc(Cl)cc1 | . | ?
O=C(CCN1C(=O)/C(=C\c2ccccc2)SC1=S)Nc1ccc(C(=O)O)cc1 | 13 | i
O=C(CN1CCN(c2ccc(F)cc2)CC1)c1ccc(O)cc1O | . | ?
Cc1ccccc1NS(=O)(=O)c1cc(C(=O)NCCSC2CCCCC2)ccc1C | . | ?
COCCN1CCN(Cc2cn(C)nc2-c2ccc(Oc3ccccc3)cc2)CC1 | . | ?
COc1ccccc1CCN1CCCC(CN(C)CC(C)(C)CO)C1 (stereo not given) | 4 | i
CCCOc1ccccc1C(=O)N(Cc1cccs1)C1CCS(=O)(=O)C1 (stereo not given) | -11 | -20%
O=c1[nH]c2c(Br)cnc([N+](=O)[O-])c2[nH]1 | . | ?
CC(=O)c1cccc(NC(=O)c2ccc3c(c2)C(=O)N(Cc2cccnc2)C3=O)c1 | . | ?
Cc1nc(SC2CC(=O)N(c3ccc([N+](=O)[O-])cc3)C2=O)nc2c1CCCC2 (stereo not given) | -13 | 9%
CN(C[C@@H](Cc1cccc2ccccc12)N(C[C@H](Cc1ccccc1)N(CCc1ccccc1)N=O)N=O)N=O | 16 | 9%
S=C(NCCSCc1c(Cl)cccc1Cl)Nc1ccccc1 | . | ?
COC(=O)Cc1ccc(NC(=S)Nc2cccc(C)n2)cc1 | -2 | 8%
O=C(CCN1C(=O)c2ccccc2C1=O)Nc1ccccc1C(=O)N1CCOCC1 | 11 | i
Cc1nc(CC(=O)NNS(=O)(=O)c2ccc(F)c(Cl)c2)cs1 | -2 | 4%
NC(=O)CC(NC(=O)Cc1cccc2ccccc12)c1ccc(NCc2ccccn2)c([N+](=O)[O-])c1 (stereo not given) | 11 | 29%
CC1Oc2ccccc2N(Cc2ccccc2F)C1=O (stereo not given) | . | ?
Cc1ccc2[nH]c(=O)c(CN(CC3COCCO3)C(=O)Nc3ccccc3C)cc2c1 (stereo not given) | 16 | 3%
COc1ccccc1OCCNC(=O)C(c1ccccc1)c1ccccc1 | . | ?
Cn1c(NC(=O)c2ccc(F)cc2)nc2ccccc21 | . | ?

# Additional records follow.
smiles | Lipid storage S3 cell count max | Lipid storage S3
CCN(Cc1ccccc1)C1CCN(Cc2ccc(SC)cc2)CC1 | . | 2%
NC(=O)COC(=O)c1ccc2c(c1)C(=O)N(Cc1ccco1)C2=O | . | ?
Cc1ccc(NC(=S)NC(=O)/C=C/c2ccc(Cl)cc2)cc1 | -16 | 6%
CC(=O)c1sc(NC(=O)CCCOc2ccc(Cl)cc2)nc1C | -2 | 21%
COc1ccc(C(=O)OCC(=O)Nc2nc3c(F)c(F)c(F)cc3s2)cc1OC | . | ?
O=C(COc1ccccc1[N+](=O)[O-])Nc1cccc(C(=O)Nc2ccccc2C(=O)O)c1 | . | ?
COc1ccc(F)cc1S(=O)(=O)N1CCCN(S(=O)(=O)c2cc(F)ccc2OC)CC1 | . | ?
COc1ccccc1OCc1ccc(C(=O)N2CCN(C)CC2)o1 | 3 | 7%
COc1ccc(CN2CCCC(C(=O)c3ccc(SC)cc3)C2)cc1Cn1cccn1 (stereo not given) | 5 | 14%
Cc1c(C(=O)O)sc2nc3n(c(=O)c12)CCC3 | . | ?
COc1ccccc1N1CCN(S(=O)(=O)c2cc(Br)cnc2N)CC1 | . | ?
CN(C)CCNC(=O)COc1cccc(Cl)c1 | -1 | 1%
Cc1ccccc1-c1nc(CS(=O)(=O)CC(=O)N2CCc3ccccc3C2)c(C)o1 | . | ?
O=C(c1ccc2c(=O)n(C3CCCC3)c(=S)[nH]c2c1)N1CCN(C2CCCCC2)CC1 | -5 | 0%
Cn1c(Cn2c(=O)sc3ccccc32)nnc1SCC(=O)N1CCCc2ccccc21 | -1 | 3%
COc1ccc(-c2cn3c(C)c(C(=O)Nc4cc(NC(C)=O)ccc4OC)sc3n2)cc1 | . | ?
COc1cccc(C(=O)COC(=O)C(C)N2C(=O)C3C4C=CC(C4)C3C2=O)c1 (stereo not given) | . | ?
O=C(O)c1ccc2c(c1)C(=O)N(c1nccs1)C2=O | . | ?
CSc1ccccc1OCc1cc(C(=O)N(C)C2CCCc3ccccc32)no1 (stereo not given) | . | ?
CC(C)n1cc(CN2CCC(n3nccc3NC(=O)Cc3ccccc3)CC2)cn1 | . | ?

# Record cards, from the list above:
# Results for COc1ccccc1N1CCN(S(=O)(=O)c2cc(Br)cnc2N)CC1 = Lipid storage S3 cell count max: .; Lipid storage S3: ?
# Results for Cn1c(Cn2c(=O)sc3ccccc32)nnc1SCC(=O)N1CCCc2ccccc21 = Lipid storage S3 cell count max: -1; Lipid storage S3: 3%

# Next part
smiles | Lipid storage S3 cell count max | Lipid storage S3
COc1cccc(N2CN(C3CCCCC3)CNC2=S)c1 | 7 | -8%
COCCNC(=O)CN1C(=O)CC(C)(C)S(=O)(=O)c2ccccc21 | . | ?
Nc1nc2ccc(Cl)cc2c2nc(-c3ccco3)nn12 | -11 | -10%
Cc1ccc(C)c(NC(=O)c2cccc(Oc3ccc([N+](=O)[O-])cc3Cl)c2)c1 | -11 | -1%
O=C(NC1CC2CCCC(C1)N2Cc1cccs1)c1ccc([N+](=O)[O-])cc1 (stereo not given) | . | ?
CCCCCC(=O)Nc1ccc(C2C(=O)c3ccccc3C2=O)cc1 | 0 | 0%
COCCN(CC(=O)NCc1ccc(F)cc1)C(=O)CCC(=O)Nc1ccccn1 | . | ?
C=CCOC(=O)C1=C(C)NC(SCC)=C(C#N)C1c1ccc(Cl)cc1 (stereo not given) | . | ?
COc1cccc2sc(N(CCN(C)C)C(=O)c3ccc4c(c3)CCCC4)nc12 | . | ?
CCC(c1nnnn1CS(=O)(=O)c1ccc(C)cc1)N1CCC(C(N)=O)CC1 (stereo not given) | -7 | -3%
COc1ccc(CNCc2cccc(C)c2)cc1 | 22 | 20%
COc1cc(O)c(C(CC(=O)N2CCCC(C)C2)c2ccc(N(C)C)cc2)c(OC)c1 (stereo not given) | 24 | 3%

# Only part of the results is shown; the hit share may differ from the screen's.
